# High-throughput results as filed in PubChem.
# 14-3-3 PPI: modulators of human 14-3-3 gamma - Raf peptide interaction; FP, 14-3-3gamma / TMR-pS259-Raf peptide binding; inhibition, % at 40 µM; AID 422; 160,000 tested, 0.19% active; P61981; in the data active = inhibition above about 30%;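 note: 0% = protein plus tracer without compound and 100% = blank with tracer alone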
# Target sequence (P61981 whole entry, looked up): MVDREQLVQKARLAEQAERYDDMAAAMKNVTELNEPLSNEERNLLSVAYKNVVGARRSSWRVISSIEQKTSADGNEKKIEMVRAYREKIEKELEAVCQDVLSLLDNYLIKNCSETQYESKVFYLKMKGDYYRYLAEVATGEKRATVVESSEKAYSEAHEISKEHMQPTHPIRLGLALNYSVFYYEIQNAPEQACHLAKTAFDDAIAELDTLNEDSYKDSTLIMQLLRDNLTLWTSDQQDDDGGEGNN
# The depositor's hits bear a star; & = joins results of further samples.
smiles	14-3-3 PPI
N#CCSC1=Nc2ccccc2C2=NC(c3ccccc3)C(=O)N12 (centres undefined)	-76
COc1ccc(CCn2c(C)c(C(C)=O)c3cc(OC(=O)c4cccc([N+](=O)[O-])c4)ccc32)cc1OC	5
Cc1ccc(NC(=O)c2nnn(-c3cc(C)cc(C)c3)c2N)cc1	-1&2
CSc1ccccc1NC(=O)CCS(=O)(=O)c1nc(-c2cccs2)cc(C(F)(F)F)n1	-1
COc1ccc(C(CC(=O)c2ccco2)SCc2ccco2)cc1OC (centres undefined)	4
CCCC(c1nnnn1C(C)(C)CC)N(Cc1ccco1)Cc1cc2ccc(OC)cc2[nH]c1=O (centres undefined)	-6
COc1ccc(C(=O)Nc2nnc(C(F)(F)F)s2)cc1	-4&-24
Cc1cc(C(=O)NCc2cccs2)cs1	0
Cc1ccc(-n2cc(-c3ccccc3)c3c(N4CC(C)OC(C)C4)ncnc32)cc1 (centres undefined)	3
CC(C)OCCCNC(=O)c1cn(C2CCCCC2)c(=O)c2c1c1ccccc1n2C	-1
O=[N+]([O-])c1ccc(N2CCC(Cc3ccccc3)CC2)c(S(=O)(=O)N2CCOCC2)c1	-5
Cc1ccc(N=C2C(=O)Nc3ccc([N+](=O)[O-])cc32)c(C)c1	-16
CCOC(=O)N1CCN(c2nc3c(c(=O)[nH]c(=O)n3C)n2Cc2ccccc2Cl)CC1	-10
CN1CCN(C(C(=O)NC2CCCCC2)c2cc3c(cc2[N+](=O)[O-])OCO3)CC1 (centres undefined)	0
O=C1CSC(c2ccc(OC(F)F)cc2)N1c1ccc(Br)cc1 (centres undefined)	-3
CCN(Cc1ccccc1)C(=O)Cc1c(C(=O)O)[nH]c2ccc(Cl)cc12	5
O=c1oc2cc(OCc3ccc(Cl)cc3)ccc2c2c1CCC2	1
O=c1nc(N2CCCCC2)ccn1-c1nc(-c2ccccc2)sc1-c1ccccc1	-3
CCn1cc(C(=O)N2CCCCCC2)c(=O)c2cc(S(=O)(=O)N3CCCC3)ccc21	-12
CCOC(=O)Cc1csc(Nc2c(C)n(C)n(-c3ccccc3)c2=O)n1	-5&7
CCCC(=O)N1CCN(c2ccc(NC(=O)c3ccc(Br)o3)cc2)CC1	9
CCn1c(SCC(=O)Nc2cc(C)on2)nc2sc(C)c(C)c2c1=O	0
Cn1c(N)c(C(=O)CSc2ccc3c(c2)OCCO3)c(=O)n(C)c1=O	-3
O/N=C(/CN(O)/C=C1/C=CC=N1)c1cccs1	-2
COc1ccccc1NC(=O)CN1CCN(CC(=O)Nc2ccc(OCc3ccccc3)cc2)CC1	-10
O=C(CN1CCCN(S(=O)(=O)c2ccc(Br)cc2)CC1)Nc1ccccc1C(F)(F)F	-1
CCOC(=O)c1c(N)sc(C(=O)Nc2cccc(Cl)c2C)c1C	4
CC(C)Cc1ccc(-c2cc(=O)[nH][nH]2)cc1	-3
Cc1cc(S(=O)(=O)NCCN2CCOCC2)c(C)s1	-4
CCOC(=O)C1CCN(C(=O)Cn2cc3c(n2)CCC(C)C3)CC1 (centres undefined)	0

# Next part (two carried over from the part before).
smiles	14-3-3 PPI
Cc1cc(S(=O)(=O)NCCN2CCOCC2)c(C)s1	-4
CCOC(=O)C1CCN(C(=O)Cn2cc3c(n2)CCC(C)C3)CC1 (centres undefined)	0
COc1ccc(COC(=O)C2=C(C)NC3=C(C(=O)CCC3)C2c2coc3ccc(C)cc3c2=O)cc1 (centres undefined)	-2
COc1ccc(N2CCN(CC(O)COc3c(C)cc(C)cc3C)CC2)cc1 (centres undefined)	1
Cc1cc(-c2ccc(N3C(=O)CCC3=O)c(C)c2)ccc1N1C(=O)CCC1=O	-4
Cc1ccc(-n2ncc3c(=O)[nH]c(SCC(=O)N4CCCC4)nc32)cc1	2
CC1=CC(C)(C)NC(=S)N1c1ccccc1S	-14
O=C(Cn1ncc2c(=O)oc3ccccc3c21)Nc1ccccc1F	0
Cc1cc(Br)ccc1N1C(=O)C2CCCCC2C1=O (centres undefined)	4
CCOC(=O)C(C(=O)Nc1ccccn1)C1CCCCC1 (centres undefined)	4
CCC(CC)C(=O)Nc1cc(C)cc(C)c1	-4
CCCn1nc(C(=O)Nc2cccc(C(=O)OC)c2)c2ccccc2c1=O	-5
Cc1ccccc1Cn1cc(SCC(=O)N2CCCc3ccccc32)c2ccccc21	-14
CCOC(=O)c1nnn(-c2nonc2N)c1CN(C)C1CCCCC1	2
CCOc1ccc(NC2=CC(=NS(=O)(=O)c3ccc(C(C)C)cc3)c3ccccc3C2=O)cc1	-7
CCOC(=O)c1cc2c(=O)n3ccccc3nc2n(C)c1=NC(=O)c1ccco1	-24
CCc1sc(-c2c(C#N)c(N)nc3c2CCCCCC3)cc1[N+](=O)[O-]	-2
CCN(Cc1ccccc1)S(=O)(=O)c1ccc(C(=O)Nc2nnc(-c3ccccc3OC)o2)cc1	0
Cc1ccc(S(=O)(=O)CCC(=O)Nc2cccc(C(F)(F)F)c2)cc1	-24
COc1ccc(CCNC(=O)c2ccc(NS(=O)(=O)c3c(C)noc3C)cc2)cc1OC	0
COCc1cc(C)n(CC(=O)NC(C)c2ccccc2)c(=O)c1C#N (centres undefined)	-6
O=C(NCC(=O)N(Cc1ccccc1)C(C(=O)NC1CCCC1)c1ccco1)c1ccco1 (centres undefined)	-2
Cc1ccc2oc(-c3ccc(NC(=O)c4ccccc4F)cc3)nc2c1	-155
COc1ccccc1C1NC(=O)NC(C)=C1C(=O)Nc1ccc(C)c(Cl)c1 (centres undefined)	-2
CCOC(=O)c1cc2c(=O)n3ccccc3nc2n(CC(C)C)c1=NC(=O)c1cccc(OC)c1OC	-12
COc1cccc(-c2nnc(SCC(=O)NC(C)c3ccccc3)n2-c2ccccc2)c1 (centres undefined)	-9
Cc1nc2c(C(=O)NCc3ccccc3)cnn2c(C)c1Cc1ccc(Cl)cc1	1
O=C(O)CCCn1nc(C(F)(F)F)c2c1CCCCC2	-1
CC(=O)NC(Cc1ccccc1F)C(=O)NC1CCN(C(=O)c2cnccn2)CC1 (centres undefined)	-6
Cc1ccc(C2CC(C(F)(F)F)n3ncc(C(=O)NC4CCCCC4)c3N2)cc1 (centres undefined)	1
CCN(CC)CCn1c(=S)[nH]c2cc(C(=O)N3CCC(Cc4ccccc4)CC3)ccc2c1=O	-6
Cc1oc(-c2ccc(Cl)cc2)nc1CN1CCCC(C(=O)N2CCN(C(=O)c3ccco3)CC2)C1 (centres undefined)	-5

# The list continues:
smiles	14-3-3 PPI
Cc1ccc(S(=O)(=O)NCCCCCC(=O)N2CCOCC2)cc1	0
O=C(Nc1nc(-c2ccc3c(c2)OCO3)cs1)c1cc2ccccc2oc1=O	0
Cc1ccc(-c2nn(-c3cc(N4CCNCC4)ccc3[N+](=O)[O-])c(=O)c3ccccc23)cc1C	-7
O=C(CCCn1c(=O)[nH]c2ccsc2c1=O)N1CC=C(c2ccccc2)CC1	-5
CC1CCc2nc(NC(=O)c3ccc(S(=O)(=O)N(C)c4ccccc4)cc3)sc2C1 (centres undefined)	1
O=C(Oc1ccc(N(C(=O)c2ccncc2)S(=O)(=O)c2ccc3ccccc3c2)c2ccccc12)c1ccncc1	-62
CCNC(=O)C(C)N(c1ccccc1)S(C)(=O)=O (centres undefined)	-4
O=C1CCCc2oc3c(Br)cc(NS(=O)(=O)c4ccc5ccccc5c4)cc3c21	-29
Cc1ccc(-n2c(=O)c3ccccc3n(CC(=O)NCCC3=CCCCC3)c2=O)cc1	-2
CCCCNC(=O)c1ccc2c(c1)NC(=O)CS2	3
CCOC(=O)C1=CN(c2ccc(F)cc2)C=C(C(=O)OCC)C1c1cccc(C(F)(F)F)c1	1
O=C(Cn1c(=O)oc2cc(Cl)ccc21)N(Cc1ccncc1)CC1CCCO1 (centres undefined)	-9
CN(C)C(=O)N1CCCC(C(=O)NCCc2ccccc2)C1 (centres undefined)	-10
Cc1ccc(C(=O)Nc2nc3ccc4sc(C)nc4c3s2)cc1	-21
Cc1cc(C)nc(N2CCN(c3nnnn3-c3ccccc3)CC2)n1	5
Cn1nc(C(=O)Nc2sccc2C(N)=O)ccc1=O	-31
O=C(O)C1CCC(CNS(=O)(=O)c2ccccc2)CC1 (centres undefined)	2
CC(C)CCNC(=O)C1CCN(S(=O)(=O)N2CCCC2)CC1	3
Nc1nc(SCC(=O)N2CCCc3ccccc32)[nH]c(=O)c1-c1ccccc1	-6
CC(=O)c1ccc(N2CCN(C(=O)c3ccc4c(=O)n(-c5ccc(C)cc5)c(=O)[nH]c4c3)CC2)cc1	-10
CCOC(=O)CSc1nc2c(c(C(F)(F)F)n1)CCCCC2	1
CCn1ncc(Br)c1C(=O)Nc1sc2c(c1C(=O)OC)CCC2	-23&-31
CCOc1ccccc1Nc1nc2ccccc2[nH]1	-3
CCOCCSc1nc(N)c2c3c(sc2n1)COC(C)(C)C3	-3
O=c1c2ccccc2nc(SCc2cccc([N+](=O)[O-])c2)n1CC1COc2ccccc2O1 (centres undefined)	4
CSCCOC(=O)C1=C(C)NC(=O)NC1c1ccc(C(C)C)cc1 (centres undefined)	-2
COCCSc1ccccc1C(=O)Nc1nnc(C)s1	0
Cc1ccccc1-n1c(-c2ccc(C(C)(C)C)cc2)n[nH]c1=S	-3
CS(=O)(=O)Nc1nc2ccccc2s1	2
COc1ccc(C2C3=C(CCCC3=O)Nc3nc4ccccc4n32)c(OC)c1OC (centres undefined)	-2&-2

# Additional compounds follow:
smiles	14-3-3 PPI
Nc1nc2ccccc2n1CCOc1ccc([N+](=O)[O-])cc1	-7
O=C(Nc1nnc(NC(=O)c2ccccc2O)s1)c1ccccc1O	-9
COc1ccc(C)cc1Cn1c(S(C)(=O)=O)nc2ccccc21	-10
CC1CCN(C(=O)COc2ccccc2F)CC1	1
C=CCNC(=O)c1cc(-c2ccc(OCC)cc2)nc2ccccc12	-10
CC(C)(O)C#Cc1ccc(C(=O)N2CCN(C(c3ccccc3)c3ccccc3)CC2)cc1	-3
CCC(CC)n1[nH]c(=O)cc1N	2
CCOC(=O)c1cc2c(=O)n3ccccc3nc2n(C(C)C)c1=NC(=O)c1cccc2ccccc12	-16
S=C1SCN(Cc2cccnc2)CN1Cc1ccccc1	-3
O=C(c1cccc(Cl)c1)N1c2ccccc2Sc2ccccc21	-11
Cc1c(NC(=O)CN2c3cccc4cccc(c34)S2(=O)=O)c(=O)n(-c2ccccc2)n1C	-10
CCCc1cc(=O)n2[nH]c(NCc3cccs3)nc2n1	-4
Cc1ccc(CCN2C(=O)CCC2(C)C(=O)NC2CCCCC2)cc1 (centres undefined)	1
Cc1cc(C)c(-c2nnc(-c3ccco3)o2)c(C)c1	-3
CCc1ccc(N2C(=O)CN(Cc3cc(OC)c(OC)c(OC)c3)C2=S)cc1	-4
CCOc1ccccc1NC(=O)N1CCC(n2nnc3cc(C)ccc32)CC1	-4
Cn1c(=O)cc(OCCCC(=O)NCCCN2CCN(Cc3ccccc3)CC2)c2ccccc21	-2
COc1ccc(C2NC(=O)NC(C)=C2C(=O)Nc2cccc(Cl)c2)cc1OC (centres undefined)	-4
Cc1ccc(N=C2C(=O)Nc3ccc(C)c(Br)c32)cc1I	-3
CC1CCCCC1NS(=O)(=O)c1ccc2[nH]c(=O)c(=O)[nH]c2c1 (centres undefined)	8
COc1ccc(-c2cc(C(F)(F)F)nc(S(=O)(=O)CCC(=O)N3CCOCC3)n2)cc1	-10
O=c1oc2ccccc2c(Nc2ccccn2)c1[N+](=O)[O-]	-8
CS(=O)(=O)N(CC(=O)NCCSCc1c(F)cccc1Cl)c1ccc2c(c1)OCO2	2
CCOC(=O)CCc1c(C)n(CC)c2cc(-c3ccccc3OC)nn2c1=O	2
Cc1ccc(NS(=O)(=O)c2cccc(C(=O)N3CCCc4ccccc43)c2)cc1	5
O=C(CCCCCn1c(=S)[nH]c2ccccc2c1=O)N1CCC(O)(c2cccc(C(F)(F)F)c2)CC1	-7
CN1CCN(CC(O)COc2ccc(OCC(O)CN3CCN(C)CC3)cc2)CC1 (centres undefined)	-8
CNC(=O)C1=C(C)NC(=S)NC1c1ccc(OC)c(OC)c1 (centres undefined)	-15
NC(=O)CSc1oc(-c2ccc(F)cc2)nc1S(=O)(=O)c1ccc(F)cc1	0
CCOC(=O)c1oc2ccc(OC)cc2c1NC(=O)CN1CCN(C)CC1	0

# Laid out differently: results already given
SMILES: CCOC(=O)c1cc2c(=O)n3ccccc3nc2n(C(C)C)c1=NC(=O)c1cccc2ccccc12
- 14-3-3 PPI: -16

SMILES: CCOC(=O)CCc1c(C)n(CC)c2cc(-c3ccccc3OC)nn2c1=O
- 14-3-3 PPI: 2

SMILES: Nc1nc2ccccc2n1CCOc1ccc([N+](=O)[O-])cc1
- 14-3-3 PPI: -7

SMILES: CN1CCN(CC(O)COc2ccc(OCC(O)CN3CCN(C)CC3)cc2)CC1 (centres undefined)
- 14-3-3 PPI: -8

# Next results:
smiles	14-3-3 PPI
Cc1ccc(NC(=O)CCC(=O)Nc2ccc3nc(N4CC(C)CC(C)C4)cc(C)c3c2)cc1F (centres undefined)	-17
Cc1cc(-c2nc3ccc(Br)cc3c(=O)o2)ccc1[N+](=O)[O-]	-5
CCOC(=O)c1ccc(N=c2oc3cc(O)ccc3cc2-c2nc3ccccc3[nH]2)cc1	-17
CC1CN(C(=O)c2ccncc2)CC(C)O1 (centres undefined)	-11
COc1ccc2cc3cc(C(=O)NCCC4=CCCCC4)sc3nc2c1	-10
CC(C)(C)c1ccc(C(=O)Nc2ccc3nc(SCC(=O)NC4CC4)sc3c2)cc1	3
COc1ccc(CN2CCCC2C(=O)Nc2ccc(OC)c(OC)c2)cc1OC (centres undefined)	0&-3
Cc1cn(CO)c(=O)n(CO)c1=O	-2
Cc1ccc(N2CC(C(=O)NCC(C)C)CC2=O)cc1 (centres undefined)	-9

# The list is partial (hit frequency here may not be typical).
